ROC1-CUL1 inh – human ROC1-CUL1 E3 ligase inhibition | AID 1347404 | P62877+Q13616 | in vitro K48 di-Ub FRET, acceptor:donor ratio, 45 min | 140,000 compounds, 0.6% hits | inhibition, % at 10 µM; in the data active = inhibition above about 25%
Target sequence (P62877 whole entry, looked up): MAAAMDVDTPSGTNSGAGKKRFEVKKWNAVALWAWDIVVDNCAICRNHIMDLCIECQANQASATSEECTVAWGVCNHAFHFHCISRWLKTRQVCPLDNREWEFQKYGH
Target sequence (Q13616 whole entry, looked up): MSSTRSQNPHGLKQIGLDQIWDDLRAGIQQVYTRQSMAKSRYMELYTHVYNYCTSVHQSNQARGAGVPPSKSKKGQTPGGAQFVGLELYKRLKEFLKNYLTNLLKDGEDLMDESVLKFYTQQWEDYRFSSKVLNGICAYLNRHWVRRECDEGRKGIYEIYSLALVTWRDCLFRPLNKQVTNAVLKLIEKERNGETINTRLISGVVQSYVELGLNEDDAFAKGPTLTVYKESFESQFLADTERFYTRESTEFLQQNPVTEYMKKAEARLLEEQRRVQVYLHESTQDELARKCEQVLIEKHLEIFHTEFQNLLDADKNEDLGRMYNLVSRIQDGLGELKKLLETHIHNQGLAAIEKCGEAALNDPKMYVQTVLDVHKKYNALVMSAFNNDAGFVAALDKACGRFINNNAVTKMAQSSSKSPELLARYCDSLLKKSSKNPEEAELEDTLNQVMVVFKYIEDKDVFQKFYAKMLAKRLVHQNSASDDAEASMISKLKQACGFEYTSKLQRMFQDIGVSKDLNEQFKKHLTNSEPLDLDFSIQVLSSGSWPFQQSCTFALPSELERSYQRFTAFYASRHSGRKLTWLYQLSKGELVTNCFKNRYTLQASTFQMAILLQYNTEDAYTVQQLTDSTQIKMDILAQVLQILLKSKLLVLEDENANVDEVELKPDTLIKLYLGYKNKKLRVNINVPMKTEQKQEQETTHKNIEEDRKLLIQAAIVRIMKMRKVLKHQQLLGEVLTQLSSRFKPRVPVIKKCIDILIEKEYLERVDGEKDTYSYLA
Active calls of the source: *.

SMILES	ROC1-CUL1 inh
CC(=O)N1CCCc2cc(S(=O)(=O)N3CCCC(C(=O)Nc4ccc(C)cc4C)C3)ccc21 (stereo unspecified)	-9
CCC(=O)N1CCc2cc(Br)cc(S(=O)(=O)CCC(=O)NCCc3ccc(OC)c(OC)c3)c21	-13
CC(=O)Oc1ccc(OC(C)=O)c2c1C(=O)C=CC2=O	99*
Cc1noc(C)c1C(=O)N1CCN(Cc2ccc(Cl)c(Cl)c2)CC1	1
CC(C)n1cc(C(=O)NCc2ccccc2)c(=O)c(C(=O)N2CCN(c3ccccc3)CC2)c1	7
CC1(C)CC(=O)c2cnc(NC(=O)/C=C/c3ccccc3)nc2C1	2
O=C(Nc1nc2c(s1)C(=O)CC(C(=O)NC(c1ccccc1)c1ccccc1)C2)c1ccncc1 (stereo unspecified)	7
NC(N)=Nc1nc2ccc(Br)cc2c(=O)[nH]1	-7
CC1=Nn2c(nnc(C)c2=O)C1C(N)=O (stereo unspecified)	-10
CN(C)c1ccc(CN2CCc3nc(N4CCN(c5ccccn5)CC4)ncc3C2)cc1	-18
COCc1cc(C)nc(SCc2ccc(Cl)cc2Cl)c1C#N	7
COc1ccccc1NC(=O)N1CCC(C(N)=O)(N2CCCCC2)CC1	4
COc1ccc(C(=O)c2sc3nc(-c4ccc(F)cc4)ccc3c2N)cc1	8
Cc1c(CNC(=O)c2nn3c(c2Cl)NC(c2ccc(Br)cc2)CC3C(F)(F)F)cnn1C (stereo unspecified)	-8
CC(C(=NC(=O)c1ccccc1)C(=O)NCc1ccccc1)c1ccc(Cl)cc1 (stereo unspecified)	0
N#Cc1c(Cl)ncc2c1N(O)c1ccccc1C2OC(=O)c1cccc(Cl)c1 (stereo unspecified)	5
CCc1ccc(CNC(=O)c2cc3n(n2)CCCN(Cc2ccccc2)C3=O)cc1	-11
C=CCS(=O)(=O)N1C[C@H]2OC(=O)N(CCc3ccc(F)cc3)[C@H]2C1	1
CCN(C(=O)c1cn(-c2ccc(OC)cc2)c(=O)c2ccccc12)c1cccc(Cl)c1	0
CCOc1cc(/C=C2/SC(=NC)N(C)C2=O)cc(I)c1O	-7
CC(Oc1cccc(Cl)c1)C(=O)N/N=C/c1cccc(OCc2cccc(Br)c2)c1 (stereo unspecified)	-9
COc1ccc(N2CC(NC(=O)CCCc3ccccc3)CC2=O)cc1 (stereo unspecified)	2
CO[C@H]1[C@H](NC(=O)c2ccccn2)c2ccccc2C12CCN(C(=O)CSc1ncccn1)CC2	7
c1ccc(OC(COC(c2ccccc2)(c2ccccc2)c2ccccc2)COC(c2ccccc2)(c2ccccc2)c2ccccc2)cc1	-8
O=c1[nH]c2ccccc2n1CCCSc1nc2ccccc2s1	-5
O=C(Nc1cc(Cl)c(O)c(Cl)c1)c1ccc(NC(=O)c2ccco2)cc1	0
CC(C)(C)NS(=O)(=O)c1ccc(OCC(=O)NCCC2=CCCCC2)cc1	4
C=CCC(O)(CC=C)C(C)NC(=O)CCC1(Cc2ccc(OC)cc2F)CCC(=O)N1 (stereo unspecified)	-4
O=C(c1ccc(Br)cc1)N(Cc1ccc(Cl)cc1)C1CCS(=O)(=O)C1 (stereo unspecified)	9
N#C/C(=C\c1ccc(-c2ccccc2)o1)c1nc(-c2cccs2)cs1	-4
CCc1cc(-c2nnc(SC)o2)n(C)n1	7
CC(=O)Oc1ccc(OC(C)=O)c(C2=C3C(=O)N(Cc4ccccc4)CC(=O)N3CCC2)c1	1
O=C(c1ccsc1)N1CCC2(CCCN(Cc3cccnc3)C2=O)C1 (stereo unspecified)	-2
CCCNC(=O)c1c(N)sc2c1CCCCC2	-4
CCc1ccc(S(=O)(=O)Nc2ccc3c(c2)sc(=O)n3C)cc1	-13
CCOC(=O)c1c(NC(=O)c2ccc(Cl)cc2)n[nH]c1N	4
CC1CCN(C(=O)c2nc(-c3ccccc3)n(-c3ccccc3)n2)CC1	4
O=C(CN1c2ccccc2S(=O)(=O)c2ccccc21)Nc1ccccc1Cl	4
COC(=O)C1C(C)=NC(SC)=C(C#N)C1c1ccncc1 (stereo unspecified)	-3
CC1=C(C#N)C(=O)N(CCc2ccccc2)C(=O)C1C=Nc1ccc(S(=O)(=O)CCO)cc1 (stereo unspecified)	15
Cc1ccc(CN(C)C(=O)c2cc(Cn3ccc4ccccc43)[nH]n2)o1	2
Cc1ccc(S(=O)(=O)c2nc(-c3cccc(C)c3)oc2N2CCCCC2)cc1	5
CC(=O)NNc1nc(-c2ccc(Sc3ccccc3)cc2)cs1	4
COCCOc1ccc(NC(=O)CC(C)(C)C)cc1	-4
CC(=O)c1cc2c(C)c(C(=O)c3ccccc3)oc2cc1O	1
CCCCOc1ccc(S(=O)(=O)n2nc(C)c(S(=O)(=O)N3CCC(C)CC3)c2C)cc1	8
Cc1ccc(OCC(=O)Nc2c(Cl)ccc3nsnc23)cc1C	-11
COCC1CCN(c2nc3nonc3nc2NCc2ccccc2)CC1	0

2 entries drawn at random from the list so far, as already listed:
SMILES	ROC1-CUL1 inh
CC(=O)NNc1nc(-c2ccc(Sc3ccccc3)cc2)cs1	4
Cc1ccc(OCC(=O)Nc2c(Cl)ccc3nsnc23)cc1C	-11

Continued:
SMILES	ROC1-CUL1 inh
CCCCn1c(NCc2ccc(OC)cc2O)nc2ccccc21	13
CCOc1cc(C(=O)Nc2nnc3n2CCS3)cc(OCC)c1OCC	-6
CCc1ccc(C2c3c(n[nH]c3-c3cccc4ccccc34)OC(=N)C2C#N)cc1 (stereo unspecified)	15
Cc1c(CC(=O)N2CCC(O)CC2)c2c(n1CC(C)C)CC(C)(C)CC2=O	-3
CCN(CC1CCN(C2CCN(C)CC2)CC1)C(=O)CCC(=O)c1ccccc1	-3
Cc1cccc(C(=O)N2CCN(C(c3ccccc3)c3ccccc3)CC2)c1	-1
O=C(CSc1nc2c([nH]c3ccccc32)c(=O)n1-c1cccc(Cl)c1)c1ccccc1	-1
O=C(c1ccc(N2CCCC(CO)C2)nc1)N1CCC(Cn2cccn2)CC1 (stereo unspecified)	-3
CCOc1ccc(NC(=O)C(C)Sc2nc3ncccc3o2)cc1 (stereo unspecified)	-9
CC(C)(C)c1ccc(/C=C/c2[nH]c(=O)[nH]c(=O)c2[N+](=O)[O-])cc1	99*
Cc1nnc(SCC(=O)Nc2ccc(I)cc2C(C)C)n1N	-1
CCc1ccc(N2C(=O)C3Cc4c([nH]c5ccccc45)C(c4ccc(C)cc4)N3C2=S)cc1 (stereo unspecified)	-6
O=C(CCC1(Cc2ccc(F)cc2)CCC(=O)N1)NCc1scnc1-c1ccccc1 (stereo unspecified)	-3
Cc1cc(CO)c(OCCOCCOc2c(CO)cc(C)cc2CO)c(CO)c1	-5
Cc1ccccc1OC/C=C/CN1CCOCC1	0
CCOc1ccc(-c2cc(OC(=O)c3ccc(F)cc3)c3c(C)oc(C)c3c(=O)c2)cc1	3
Cc1ccc(N2CCN(C(=O)CCS(=O)(=O)c3cc4c(cc3Cl)NC(=O)CO4)CC2)c(C)c1	2
C#CCOc1ccc(C(=O)N2CCC(C)CC2)cc1	2
CC#CCn1ncc(N2CCOCC2)cc1=O	-1
COCCNC(=O)CSc1nc(-c2ccccc2)[nH]c1-c1ccc(OC)cc1	-1
CCSc1nc2nc(C)cc(C)n2n1	-1
COc1ccc(OCc2nc3ccccc3n2C(C)c2ccccc2)cc1 (stereo unspecified)	1
O=C(c1ccc(S(=O)(=O)N2CCCC2)cc1)N1CCCc2ccccc21	1
CS(=O)(=O)N(CC(=O)N/N=C/c1c(F)cccc1Cl)c1cccc(Cl)c1Cl	0
CCOC(=O)N1CCN(C(=S)Nc2cc(OC)cc(OC)c2)CC1	7
OCCNc1ncnc2nc[nH]c12	8
COc1cc2cc(CNc3ccc(C)cc3)c(=O)n(CC(=O)Nc3ccc(C(C)C)cc3)c2cc1OC	1
COc1ccc(C(=O)CSc2nc(-c3cccs3)cc(C(F)(F)F)c2C#N)cc1	21
O=C(Oc1ccc(Sc2ccc(O)cc2)cc1)C1CCCC1	3
C#CCOc1ccc(C(=O)N2CCCCC2)cc1	-1
CC(Sc1nc(-c2ccccc2)cc(C(F)(F)F)n1)C(=O)Nc1cc(Cl)cc(Cl)c1 (stereo unspecified)	-4
O=C(CC1Sc2ccccc2NC1=O)Nc1ccccc1 (stereo unspecified)	-1
COc1ccc(C2(C(=O)N3CCCCC3)CCOCC2)cc1	1
Cc1nn(-c2ccccc2)c2c(=O)c(I)cccc12	-1
CN(C(=O)c1cnc2ccccn2c1=O)C1CCCN(C2Cc3ccccc3C2)C1 (stereo unspecified)	3
CC(C)OC(=O)c1c2c(n3cc4ccccc4cc13)C(=O)c1ccccc1C2=O	7
COc1ccc2c(CNCc3cccs3)c(C(=O)O)n(Cc3ccc(F)cc3Cl)c2c1	4
COc1cc2cc[nH]c2c2c1OCCC2=O	-7
COc1ccccc1CNc1nc(-c2ccco2)nn1C(=O)c1ccccc1[N+](=O)[O-]	-7
CC1(C)CC(=O)C2=C(C1)N(c1sc3c(c1C#N)CCCC3)C(=N)C(C#N)C2c1ccccc1 (stereo unspecified)	-1
Cc1cc(C(=O)NC2CC(C)(C)Cc3nc(N4CCOCC4)ncc32)c(C)o1 (stereo unspecified)	-5
Cc1ccccc1C(=O)Nc1ccc2nc(Nc3cccc(C(F)(F)F)c3)cc(C)c2c1	-3
O=C(CCN1CCOCC1)Nc1ccc2c(c1)OCCO2	0
OCCc1cn(CC2CCN(Cc3ccoc3)CC2)nn1	7
CCCSc1nc2scc(C(=O)OC)c2s1	4
CC1=NC(=O)NC(c2cn(-c3ccccc3)nc2-c2c(C)cc(C)cc2C)C1C(=O)OC(C)C (stereo unspecified)	3
COc1ccc(-c2cc(NCc3ccc(C)cc3)n3cnnc3n2)cc1	-1
COc1cccc(Cn2nnc3c(=O)[nH]c(C4CCCN(C(=O)c5ccccc5Cl)C4)nc32)c1 (stereo unspecified)	5
CCOc1cccc(/C=C2\SC(=Nc3cccc(C)c3)N(c3cccc(C)c3)C2=O)c1OC	-12
CN1/C(=C/C(C[N+](=O)[O-])c2ccc(Cl)cc2)C(C)(C)c2ccccc21 (stereo unspecified)	11
O[C@@H]1CN(C2CCC2)CC[C@H]1N1CCN(c2ccccc2F)CC1	11
CCOc1ccc(CN2CCOc3ccc(CN4CCC(O)(c5cccnc5)CC4)cc3C2)cc1	3
O=C(Cn1nc(-c2ccccc2)oc1=S)Nc1ccccn1	-3
O=C(NC1Cc2ccccc2C1)c1coc(COc2ccc3c(c2)OCO3)n1	-4
Cc1ccccc1C(=O)NC(=S)Nc1ccccc1Br	-9
CSCCNC(=O)CC1C(=O)NCCN1CCc1ccccc1 (stereo unspecified)	-2
O=C(Cc1ccc(N2CCC(NCCc3ccncc3)CC2)cc1)NCc1ccccc1	5
CCOc1ccc(N=C2S/C(=C\c3cc(Cl)c(OCC(=O)O)c(OC)c3)C(=O)N2CC)cc1	94*
COc1ccccc1CCN1CCCC(CN(C)C(=O)c2ccnn2C)C1 (stereo unspecified)	8
CC(=O)NCC(=O)NC1(C(=O)Nc2ccccc2C)CCCC1	3

A section from further up, for reference:
SMILES	ROC1-CUL1 inh
OCCc1cn(CC2CCN(Cc3ccoc3)CC2)nn1	7
CCCSc1nc2scc(C(=O)OC)c2s1	4
CC1=NC(=O)NC(c2cn(-c3ccccc3)nc2-c2c(C)cc(C)cc2C)C1C(=O)OC(C)C (stereo unspecified)	3
COc1ccc(-c2cc(NCc3ccc(C)cc3)n3cnnc3n2)cc1	-1
COc1cccc(Cn2nnc3c(=O)[nH]c(C4CCCN(C(=O)c5ccccc5Cl)C4)nc32)c1 (stereo unspecified)	5
CCOc1cccc(/C=C2\SC(=Nc3cccc(C)c3)N(c3cccc(C)c3)C2=O)c1OC	-12
CN1/C(=C/C(C[N+](=O)[O-])c2ccc(Cl)cc2)C(C)(C)c2ccccc21 (stereo unspecified)	11
O[C@@H]1CN(C2CCC2)CC[C@H]1N1CCN(c2ccccc2F)CC1	11
CCOc1ccc(CN2CCOc3ccc(CN4CCC(O)(c5cccnc5)CC4)cc3C2)cc1	3
O=C(Cn1nc(-c2ccccc2)oc1=S)Nc1ccccn1	-3
O=C(NC1Cc2ccccc2C1)c1coc(COc2ccc3c(c2)OCO3)n1	-4
Cc1ccccc1C(=O)NC(=S)Nc1ccccc1Br	-9
CSCCNC(=O)CC1C(=O)NCCN1CCc1ccccc1 (stereo unspecified)	-2
O=C(Cc1ccc(N2CCC(NCCc3ccncc3)CC2)cc1)NCc1ccccc1	5
CCOc1ccc(N=C2S/C(=C\c3cc(Cl)c(OCC(=O)O)c(OC)c3)C(=O)N2CC)cc1	94*
COc1ccccc1CCN1CCCC(CN(C)C(=O)c2ccnn2C)C1 (stereo unspecified)	8
CC(=O)NCC(=O)NC1(C(=O)Nc2ccccc2C)CCCC1	3

Following part
SMILES	ROC1-CUL1 inh
CCOC(=O)c1cc(S(=O)(=O)N2CCN(c3cc(Cl)ccc3C)CC2)[nH]n1	5
COc1ccc(C2c3c(n(C)c4ccccc34)C(=O)N2CC(=O)Nc2c(C)cc(C)cc2C)cc1 (stereo unspecified)	5
COc1ccc(C(=O)NCCc2csc(-c3ccc(Cl)cc3)n2)c(OC)c1	-1
NS(=O)(=O)c1ccc(NC(=S)NCc2cccs2)cc1	-2
COc1ccc(S(=O)(=O)N2CCN(c3ccc(Cl)c(Cl)c3)CC2)c2ccccc12	-1
COc1ccc(C(=O)Nc2nonc2-c2ccc(OC)c(OC)c2)cc1Cl	-5
CCOc1ccc(OCC)c(NC(=O)CCc2nc3cccnc3n2-c2ccccc2)c1	-3
CCOC(=O)c1c(-c2ccc(OC)c(OC)c2)csc1NC(=O)CCc1ccccc1	-9
COc1ccc(CN2CCC(CCC(=O)N3CCOCC3)CC2)c(F)c1	6
COCCN1C(=O)C(=O)C(C(=O)c2ccc(Cl)cc2)C1c1ccc(Br)cc1 (stereo unspecified)	3
CCCCNC(=O)c1nn(C)c2c1CSc1ccccc1-2	-6
C[C@@H]1CN(C(=O)c2coc(COc3ccc(F)cc3Cl)n2)C[C@H](C)O1	-1
CCOc1ccccc1N1CCN(C(=O)c2cc(F)c(F)cc2Cl)CC1	-6
CCCCCCCCCCCCCCCCCCN(C)c1ccc(/C=C/c2cc[n+](C)cc2)cc1	7
O=C(O)c1ccc2nc(COC(=O)C3CCCCC3)[nH]c2c1	-3
CCOc1cc(C2CC(=O)NC3=C2C(=O)CCC3)ccc1O (stereo unspecified)	6
CCSc1nc(CC(=O)N2CCC(c3cc(=O)[nH]cn3)CC2)cs1	5
O=C(COc1ccc(S(=O)(=O)N2CCCC2)cc1)Nc1cc(Cl)ccc1Oc1ccccc1	1
COc1ccc(C(=O)N2CCCC(CNS(=O)(=O)c3cccs3)C2)o1 (stereo unspecified)	4

Not all compounds are listed. The share of hits here may be higher or lower than overall.
